# IMPase inh: qHTS Assay for Identifying the Cell-Membrane Permeable IMPase Inhibitors. inhibition (IP1 accumulation), % at 46.1 µM. 120,000 tested, under 10 active. CHO-M1 cells, IP1 accumulation, HTRF TR-FRET ratio; active means well fitted curve in the direction sought with a large enough effect in the signal ratio, not every such curve was filed as active; inconclusive means small, poorly fitted or top-dose-only effect, or a change in a side signal; inactive means no such curve, though single readings can be large or run the other way; the % refers to the signal ratio;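 further: cells stimulated with carbachol in lithium chloride buffer; plate controls were DMSO basal wells for no effect and reference inhibitor wells for full effect; higher means more IMPase inhibition seen as more IP1 and lower FRET ratio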
# Target sequence (P97697 whole entry, looked up): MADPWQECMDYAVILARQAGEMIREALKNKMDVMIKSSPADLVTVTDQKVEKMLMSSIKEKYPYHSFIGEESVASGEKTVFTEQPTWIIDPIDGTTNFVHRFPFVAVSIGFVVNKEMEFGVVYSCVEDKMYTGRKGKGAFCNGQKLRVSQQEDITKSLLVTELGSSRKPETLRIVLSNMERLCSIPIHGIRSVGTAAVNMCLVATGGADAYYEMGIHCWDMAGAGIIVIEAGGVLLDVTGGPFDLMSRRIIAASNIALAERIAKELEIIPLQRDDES
#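 CHO-M1 cells (CHO stably expressing M1 receptor), compound up to 46 uM final, stimulated with carbachol (50 uM as added) in buffer with 50mM LiCl, pH 7.4, 30 min at 37C. Cytosolic IP1 read by TR-FRET; AC50 from Hill fits.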
# PNC assembly inh: High Content Assay for Compounds that inhibit the Assembly of the Perinucleolar Compartment; PC3M PTB-GFP, PNC prevalence imaging, 16 h; hits give low values; activity change (PNC), negative = inhibition, % at 10 µM; hit rate 3.1% among 140,000;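 active means readout at or below -70, meaning at least 70% loss of cells showing the perinucleolar compartment, a nuclear body marking cancer cells; inconclusive means readout between -30 and a set limit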;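 further: plate controls were DMSO wells for no effect and camptothecin positive control wells for full effect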
#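 Compounds are pinned in duplicate onto adhered PC3M cells stably expressing GFP-tagged PTB and incubated 16 h at 37 C. Cells are then fixed, nuclei stained with Hoechst, and PNC-positive cells counted.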
# ALOX15B inhib: qHTS Assay for Inhibitors of 15-hLO-2 (15-human lipoxygenase 2). purified 15hLO-2, xylenol orange hydroperoxide absorbance. Potency, µM (doses to about 57.1 µM), for the others: at the top dose activity change, negative = inhibition, hits mostly inhibitors. hit rate 0.56% among 110,000. Polyunsaturated fatty acid lipoxygenase ALOX15B (Homo sapiens), O15296; further: potency means the concentration at half of the fitted maximal effect; nearly all actives have a fitted effect of over 60% in size; many of its hits are not listed in these tables
# Target sequence (O15296 whole entry, looked up): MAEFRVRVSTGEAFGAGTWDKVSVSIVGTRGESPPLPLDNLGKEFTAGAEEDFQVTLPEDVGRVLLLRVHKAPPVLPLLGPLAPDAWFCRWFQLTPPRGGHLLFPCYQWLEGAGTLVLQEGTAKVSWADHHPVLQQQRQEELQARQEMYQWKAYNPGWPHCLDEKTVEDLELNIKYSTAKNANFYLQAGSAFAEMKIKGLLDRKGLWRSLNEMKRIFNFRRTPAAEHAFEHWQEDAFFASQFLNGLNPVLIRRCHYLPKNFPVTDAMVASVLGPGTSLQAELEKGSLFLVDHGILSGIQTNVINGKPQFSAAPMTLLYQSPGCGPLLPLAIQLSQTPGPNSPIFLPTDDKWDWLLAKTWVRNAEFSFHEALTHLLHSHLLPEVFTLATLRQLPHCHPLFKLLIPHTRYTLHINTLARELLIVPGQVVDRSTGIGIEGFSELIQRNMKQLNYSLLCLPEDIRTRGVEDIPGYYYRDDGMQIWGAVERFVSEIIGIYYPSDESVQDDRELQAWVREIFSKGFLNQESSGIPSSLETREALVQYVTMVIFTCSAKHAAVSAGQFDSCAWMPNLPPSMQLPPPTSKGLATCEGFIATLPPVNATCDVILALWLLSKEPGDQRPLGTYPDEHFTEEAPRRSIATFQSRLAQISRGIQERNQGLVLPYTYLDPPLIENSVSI
#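 Read-out: hydroperoxide product oxidises ferrous iron, measured as xylenol orange complex via the 573-to-405 nm absorbance ratio after 30 min. Reaction: 50 nM enzyme, 15 min compound preincubation, 45 uM arachidonic acid, 90 min RT, Hepes pH 7.5 with Triton X-100.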
# 12-hLO inh: qHTS Assay for Inhibitors of 12-hLO (12-human lipoxygenase) | purified 12-hLO, xylenol orange hydroperoxide absorbance | Potency, µM (top dose mostly 57.1 µM), inactives show at the top dose activity change, negative = inhibition, most hits filed as inhibitors | hit rate 0.12% among 150,000 | AID 1452, 2008; further: potency means the concentration at half of the fitted maximal effect; nearly all actives have a fitted effect of over 55% in size; many of its hits are not listed in these tables
#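 Lipoxygenase turnover measured by absorbance at 573 and 405 nm after Fe-XO development. Human 12hLO 150 nM, arachidonate 40 uM, pH 7.0 Hepes buffer with detergent; 15 min compound preincubation, 30 min reaction.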
# * hit, by the source's call; ? = inconclusive; / = no result given; [ ] = remark or other dose. Unless noted, the call rests on the fitted dose curve; in most records, active means well fitted curve in the direction sought with a large enough effect; inconclusive means small, poorly fitted or top-dose-only effect, or another doubt; inactive means no such curve, though single readings can be large; an effect the other way counts as inactive or inconclusive. Unless noted, on the % scale 0 is the no-effect control and ±100 the full control effect.
nr | Compound | IMPase inh | PNC assembly inh | ALOX15B inhib | 12-hLO inh
1 | CC1S/C(=N/N=C/c2cccs2)NC1=O (stereo unspecified) | 0 | -11 | / | 0%
2 | CCCc1cc(=O)[nH]c(-n2[nH]c3c(c2=O)CCCC3)n1 | 11 | 75 | / | 6%
3 | CCOc1ncccc1C(=O)OCC(=O)Nc1cc(S(=O)(=O)N2CCOCC2)ccc1Cl | -2 | ? | / | 3%
4 | CCCC(=O)Nc1sc2c(c1C#N)CC(C)(C)NC2(C)C | 0 | 44 | / | 3%
5 | COc1cccc(C(=O)COc2cccc(NC(=O)c3cccc([N+](=O)[O-])c3)c2)c1 | 2 | 82 | 6% | 2%
6 | Cc1nn(C(C)(C)C)c(OC(=O)c2ccc(Br)o2)c1Sc1ccccc1 | 12 | 5 | 1% | -8%
7 | COc1cc(CCN2C(=O)c3cccc4cccc(c34)C2=O)c(S(=O)(=O)N2CCCCCC2)cc1OC | 0 | -20 | / | 4%
8 | CCN(CC)S(=O)(=O)c1cccc(C(=O)N/N=C/c2c(C)nn(-c3ccccc3)c2Cl)c1 | / | ? | / | -1%
9 | COc1cc(NC(=O)CCCC(=O)OCC(F)(F)C(F)F)nc(OC)n1 | -1 | ? | 5% | -6%
10 | CCOc1ccc(/C=C(\C#N)C(=O)c2c(C)[nH]c3ccccc23)cc1OC | / | 39 | / | -3%
11 | CC1CCCCN1S(=O)(=O)c1coc(C(N)=O)c1 (stereo unspecified) | 2 | ? | -2% | 9%
12 | COc1ccc([C@H]2Sc3ccccc3N(CCN(C)C)C(=O)[C@H]2OC(C)=O)cc1 | -2[20.6 µM] | / | 10%[25.6 µM] | 2%[25.6 µM]
13 | c1ccc(CC2CCN(c3nc4ccccc4n4cnnc34)CC2)cc1 | 0 | -24 | 26% | 0%
14 | COc1ccc(-c2[nH]ncc2-c2csc(C)n2)c(O)c1 | 10 | -91* | / | -3%
15 | O=C(CNCC1CCCO1)N1CCN(S(=O)(=O)c2ccc3ccccc3c2)CC1 (stereo unspecified) | 1 | -12 | 14% | -3%
16 | CC[C@]1(O)C[C@@H]2CN(CCc3c([nH]c4ccccc34)[C@](C(=O)OC)(c3cc4c(cc3OC)N(C)[C@H]3[C@](O)(C(=O)OC)[C@@H](C(=O)OC)[C@@]5(CC)C=CCN6CC[C@@]43[C@@H]65)C2)C1 | -1 | / | 9% | -10%
17 | Cc1noc(/C=C/N(C)C)c1S(=O)(=O)N1CCCC(C(=O)NCc2ccco2)C1 (stereo unspecified) | -5 | -25 | 2% | 6%
18 | S=c1[nH]nc(-c2ccccc2Cl)n1CC1CCCO1 (stereo unspecified) | -4 | ? | 0% | 7%
19 | CCOc1ccc(NC(=O)CCN2CCN(c3ccccc3)CC2)cc1 | -2 | -12 | 26% | 0%
20 | N#Cc1cc(-c2ccccc2)oc1/N=C/c1ccccc1O | -10[1.84 µM] | 17 | ? | -7%
21 | CCOC(=O)c1ccc(NC(=O)CSc2nnc(C)n2-c2ccccc2)cc1 | ? | 27 | 1% | 1%
22 | O=C1CCN(C(=O)Nc2ccccc2)N1 | 1 | 22 | -19% | 0%
23 | Nc1nc2c(cnn2CCc2ccccc2)c2nc(-c3ccco3)nn12 | / | / | -17% | -2%
24 | COC(=O)C1=C(C)NC(C)=C(C(=O)OC)C1c1cc2ccc(C)cc2[nH]c1=O | 1 | 14 | -7% | -13%
25 | CCOc1ccc(C(=O)Nc2cccc(-c3cc4ccccc4oc3=O)c2)cc1[N+](=O)[O-] | 4 | ? | -15% | -10%
26 | O=C(CN1CCOCC1)NCCNC(=O)CN1CCOCC1 | 0 | -24 | 0% | 1%
27 | CN(C)C(=O)N1CCN(C(=O)N(C)C)CC1 | 3 | -9 | 1% | -3%
28 | O=C(c1ccc2c(c1)OCO2)N(CC1CCCO1)C1(C(=O)NC2CCCCC2)CCCCC1 (stereo unspecified) | 10 | 14 | -3% | 2%
29 | CCOC(=O)N1CCN(C(=O)CN(C2CCCCC2)S(=O)(=O)c2ccc(Cl)cc2)CC1 | 0 | 43 | 0% | -5%
30 | CCOC(=O)CSc1ncnc2c1cnn2-c1ccccc1 | -7 | ? | 2% | 2%
31 | CC1CCCC(C)N1C(=O)Cn1c(SCC(=O)Nc2ccc3c(c2)OCO3)nc2ccccc21 (stereo unspecified) | 5 | ? | -6% | -1%
32 | NC1(C(=O)OCc2ccccc2)CCCC1 | / | / | -11%[11.4 µM] | 1%[11.4 µM]
33 | CCOc1cc(NC(=O)c2ccco2)c(OCC)cc1NC(=O)CCc1ccccc1OC | 8 | ? | -15% | -5%
34 | CCc1cccc(CC)c1-n1c(SCc2cc(=O)n3ccsc3n2)nnc1-c1cccnc1 | 9 | ? | -1% | -3%
35 | Cc1cccc(C(C)C)c1NC(=O)CSc1nncn1C | -5 | -18 | 0% | 2%
36 | Cc1cccc(OCc2nnc(SCC(=O)N3c4ccccc4Sc4ccc(Cl)cc43)o2)c1 | / | ? | / | -1%
37 | CCn1c(SCC(=O)N/N=C/c2cc(OC)c(OC)c(OC)c2)nc2ccccc21 | / | -16 | / | 0%
38 | CC1Cc2ccccc2N1C(=O)c1ccc2snnc2c1 (stereo unspecified) | 1 | 34 | -6% | -4%
39 | CCNc1nc(NCC)n2c(SCC(=O)c3ccc(C(C)C)cc3)nnc2n1 | 1 | ? | / | -3%
40 | Cc1ccsc1C(=O)N(c1nc2ccccc2s1)c1c(C)cccc1C | 7 | -23 | -2% | -9%
41 | Cc1ccc(S(=O)(=O)Cc2ccc(C(=O)N3CCN(c4ccccn4)CC3)o2)cc1 | 3 | ? | 3% | 4%
42 | Cc1ccc(S(=O)(=O)Nc2cc(C(=O)O)ccc2N2CCCCC2)cc1 | -7 | ? | -8% | -4%
43 | NCCc1nnc(SCC(N)=O)o1 | -2 | 10 | 4% | -4%
44 | O=S(=O)(NC1CCCCCC1)c1ccc(Br)s1 | -6 | ? | / | -3%
45 | COc1ccc(NC(=O)N(CCCN(C)C)Cc2cc3cc(OC)ccc3[nH]c2=O)cc1 | / | 8 | / | 0%
46 | CC(=C1C(=O)c2ccccc2C1=O)N1CCN(C/C=C/c2ccccc2)CC1 | 4 | 43 | 14% | 11%
47 | COc1ccc(CCNC(=O)Cn2c(=O)n(Cc3ccco3)c(=O)c3ccc(Cl)cc32)cc1OC | -1 | -15 | -2% | 3%
48 | O=C(NCCc1ccccc1)C1CCN(S(=O)(=O)c2cccs2)CC1 | -2 | ? | -9% | -6%
49 | CC(C)(C)CC(C)(C)NCC(O)COCCOc1ccc(Br)cc1 (stereo unspecified) | / | 6 | / | 2%
50 | CCC(=O)N(Cc1ccc(C)cc1)Cc1cc2cc3c(cc2[nH]c1=O)OCO3 | 0 | 26 | -3% | -2%

# Sorted by value in PNC assembly inh (falling): seven from the list above.
nr | Compound | IMPase inh | PNC assembly inh | ALOX15B inhib | 12-hLO inh
38 | CC1Cc2ccccc2N1C(=O)c1ccc2snnc2c1 (stereo unspecified) | 1 | 34 | -6% | -4%
50 | CCC(=O)N(Cc1ccc(C)cc1)Cc1cc2cc3c(cc2[nH]c1=O)OCO3 | 0 | 26 | -3% | -2%
28 | O=C(c1ccc2c(c1)OCO2)N(CC1CCCO1)C1(C(=O)NC2CCCCC2)CCCCC1 (stereo unspecified) | 10 | 14 | -3% | 2%
43 | NCCc1nnc(SCC(N)=O)o1 | -2 | 10 | 4% | -4%
37 | CCn1c(SCC(=O)N/N=C/c2cc(OC)c(OC)c(OC)c2)nc2ccccc21 | / | -16 | / | 0%
35 | Cc1cccc(C(C)C)c1NC(=O)CSc1nncn1C | -5 | -18 | 0% | 2%
26 | O=C(CN1CCOCC1)NCCNC(=O)CN1CCOCC1 | 0 | -24 | 0% | 1%

# Continuation:
nr | Compound | IMPase inh | PNC assembly inh | ALOX15B inhib | 12-hLO inh
51 | O=C1CN=C(Nc2ccccc2Cl)N1c1ccccc1 | -1 | -3 | 6% | -4%
52 | CCOc1ccc(NC(=O)CCN2CCN(S(=O)(=O)c3ccc(OC)cc3)CC2)cc1 | 1 | -11 | 6% | 4%
53 | Fc1ccc(N2N=C(c3cccs3)CC2c2ccco2)c(F)c1 (stereo unspecified) | -13 | 18 | -11% | -16%
54 | CCC1S/C(=C(\C#N)C(N)=O)N(c2ccc(F)cc2)C1=O (stereo unspecified) | 10 | -8 | -8% | 0%
55 | COc1ccc(N(C(C)=O)S(=O)(=O)c2cccs2)cc1 | 6 | 3 | / | -7%
56 | COc1cc(SC#N)ccc1N=Cc1c(C)[nH]n(-c2cccc3ccccc23)c1=O | -4 | ? | 22% | ?
57 | CC(C)N1CCN(c2ccc(OC[C@@H]3CO[C@@](Cn4cncn4)(c4ccc(Cl)cc4Cl)O3)cc2)CC1 | 10[20.6 µM] | / | 33%[activator][25.6 µM] | 5%[25.6 µM]
58 | Cc1ccc(NC(=O)CC2S/C(=N/N=C/c3c[nH]c4ccccc34)NC2=O)cc1 (stereo unspecified) | 0 | 2 | / | 1%
59 | Cc1oc(-c2ccc(Cl)cc2)nc1CN1CCCC(C(=O)NCc2ccco2)C1 (stereo unspecified) | -6 | ? | 24% | -6%
60 | COc1ccccc1NS(=O)(=O)c1ccc(NN=C2CCCC2)c([N+](=O)[O-])c1 | 2 | -4 | / | -1%
61 | CC(C)OC(=O)c1nnc(Cc2ccc(Cl)cc2)o1 | / | 75 | / | 2%
62 | Cc1ccc(-c2nnc(SCC(=O)Nc3ccc(N4CCOCC4)cc3)o2)cc1 | -2 | -13 | -20% | 5%
63 | O=C(NCCc1ccccc1)c1c(O)c2cccc3c2n(c1=O)CC3 | ? | ? | 5% | -22%
64 | O=C(NNC(=S)NC(=O)c1cccs1)c1ccc(NC(=O)c2ccccc2)cc1 | / | -26 | / | 1%
65 | CCOC(=O)c1ccc(N2Cc3ccccc3C2=N)cc1 | 19 | ? | 12% | 7%
66 | S=c1[nH]nc(COc2ccccc2)n1C1CCCCC1 | -8 | -6 | -25% | -12%
67 | COc1ccc(S(=O)(=O)Nc2c(C(=O)O)[nH]c3ccccc23)cc1OC | / | 10 | / | -3%
68 | O=C(CSc1ccc(Cl)cc1)Nc1ccc(N2CCN(C(=O)c3ccc(Cl)cc3)CC2)cc1 | -1 | 34 | -11% | -1%
69 | COc1cc(NC(=O)Cc2nn(C)c(=O)c3ccccc23)cc(OC)c1OC | 8 | 50 | / | -2%
70 | COC(=O)Cc1ccc2c3ccccc3n(C)c2c1 | -5 | -28 | -5% | -1%
71 | O=C(NNC(=O)c1ccccc1Br)c1ccc(SCC2CCCO2)c([N+](=O)[O-])c1 (stereo unspecified) | 6 | 25 | / | 4%
72 | CC(=O)c1cc(CN2C(=O)c3ccccc3C2=O)cs1 | -2 | -23 | -1% | 1%
73 | C1CCN(c2nc(N3CCCC3)nc(N3CCNCC3)n2)C1 | 9 | 15 | 19% | -3%
74 | COc1ccc(-n2c(CNc3ccc(C)cc3)nnc2SCc2ccccc2)cc1 | / | ? | / | -21%
75 | O=C(Cc1c2ccccc2nc2ccccc12)c1ccccc1 | / | -30 | / | 0%
76 | CCOc1ccc(/C=C/C(=O)Nc2cccc(C(C)=O)c2)cc1 | / | -25 | / | 1%
77 | CCSc1nnc2nc(C)cc(C)n12 | -5 | -5 | 0% | -2%
78 | Cc1ccc(O)c(-c2cc(-c3ccccc3[N+](=O)[O-])[nH]n2)c1 | / | 4 | / | -10%
79 | COc1cc(OC)c(C2=NOC(C(=O)Nc3c(C)nn(CC(=O)N4CCCC4)c3C)C2)cc1Cl (stereo unspecified) | 1 | 12 | 9% | 4%
80 | Cc1cc(O)c(C(=O)c2ccccc2C(=O)O)cc1C | 13 | 31 | 0% | -5%
81 | CCOc1cc2c(C#N)c(N3CCOCC3)nc(N)c2c(N)n1 | -8 | -28 | 5% | 5%
82 | O=C(CN1CCN(S(=O)(=O)c2ccc(Cl)cc2)CC1)Nc1ccc(N2CCOCC2)cc1 | -12 | 25 | / | -3%

# From PubChem
